# GalR3 antagonist: GalR3 antagonists in HEK293 cells, primary screen, cell-based, fluorescence readout | HEK293 GalR3-CNG cAMP membrane potential fluorescence; galR3 body fused to GalR1 C-terminus | 360,000 compounds, 0.44% hits | inhibition, % at 3 µM | Galanin receptor type 3 (Homo sapiens), O60755;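 active means inhibition above the screen-wide average plus 3 SD, cut at about 13% in these data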;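 further: forskolin and galanin both at EC90 stimulate the cells; cAMP rise reported by CNG channel membrane potential dye signal; 0% = forskolin plus galanin with DMSO and 100% = forskolin alone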
# Target sequence (O60755 1-299 limits assumed): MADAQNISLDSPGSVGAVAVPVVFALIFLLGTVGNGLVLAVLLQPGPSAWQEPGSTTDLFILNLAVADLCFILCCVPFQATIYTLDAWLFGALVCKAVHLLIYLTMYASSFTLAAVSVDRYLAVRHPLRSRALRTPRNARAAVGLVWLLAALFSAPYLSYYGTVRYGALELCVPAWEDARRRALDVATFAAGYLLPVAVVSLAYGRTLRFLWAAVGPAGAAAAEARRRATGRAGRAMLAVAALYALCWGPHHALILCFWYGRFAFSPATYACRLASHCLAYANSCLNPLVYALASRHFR
# V1aR counter: agonists of human V1a receptor, primary screen, counter-screen for OXTR agonist project, fluorescence, CHO-V1R cells; Vasopressin V1a receptor (Homo sapiens), P37288; Fluo-8 calcium fluorescence, agonist mode; 0% DMSO, 100% 3 nM vasopressin; AID 2797, 2010; activation, % at 3 µM; 320,000 compounds, 0.25% hits;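 active means activation above the mean activation of all tested compounds plus 3 SD, per screening run, cut at about 20% in these data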;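 further: signal is peak over basal fluorescence ratio across a 100 second FLIPR read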
# GPR7 antagonist: GPR7 receptor antagonists, primary screen, cell-based, fluorescence, single concentration; Neuropeptides B/W receptor type 1 (Homo sapiens), P48145; GPR7-expressing cells, fluorescence antagonist assay; inhibition, % at 4.4 µM; 290,000 compounds, 1.1% hits; AID 1861, 2009; in the data active means inhibition above about 16%, passing the limit was not always enough;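 further: cells stimulated with the agonist NPW; 0% = agonist with vehicle and 100% = vehicle without agonist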
# Target sequence (P48145 whole entry, looked up): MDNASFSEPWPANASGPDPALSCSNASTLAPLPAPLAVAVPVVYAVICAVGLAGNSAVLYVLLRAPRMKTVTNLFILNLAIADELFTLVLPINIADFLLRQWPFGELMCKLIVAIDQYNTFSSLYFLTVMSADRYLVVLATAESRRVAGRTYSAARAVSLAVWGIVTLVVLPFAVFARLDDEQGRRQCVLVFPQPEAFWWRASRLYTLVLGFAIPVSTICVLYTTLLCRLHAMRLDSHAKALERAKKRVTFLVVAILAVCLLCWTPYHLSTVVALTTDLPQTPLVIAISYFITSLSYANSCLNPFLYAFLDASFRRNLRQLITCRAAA
# OXTR agonist: human OXTR agonists, primary screen, fluorescence, CHO-OTR cells, Fluo-8 calcium; activation, % at 3 µM; Fluo-8 calcium fluorescence; normalized: DMSO 0%, oxytocin 100%; 320,000 compounds, 0.32% hits; Oxytocin receptor (Homo sapiens), P30559;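 active means activation above the mean of all tested compounds plus 3 SD, cutoff set per screening run, cut at about 20% in these data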;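 further: peak over basal fluorescence ratio from a 100 s FLIPR kinetic read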
# Target sequence (P30559 whole entry, looked up): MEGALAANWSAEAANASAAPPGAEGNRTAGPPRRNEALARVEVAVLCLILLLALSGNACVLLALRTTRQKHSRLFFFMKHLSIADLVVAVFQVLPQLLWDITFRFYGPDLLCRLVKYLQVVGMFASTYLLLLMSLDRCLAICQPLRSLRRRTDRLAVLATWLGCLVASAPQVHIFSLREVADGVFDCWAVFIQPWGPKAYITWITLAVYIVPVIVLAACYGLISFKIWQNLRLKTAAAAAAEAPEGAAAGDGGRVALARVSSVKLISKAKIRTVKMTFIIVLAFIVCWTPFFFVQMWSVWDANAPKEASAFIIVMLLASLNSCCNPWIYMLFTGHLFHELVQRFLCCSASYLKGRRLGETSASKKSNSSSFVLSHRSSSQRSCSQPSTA
# PfM18AAP inh: PfM18AAP inhibitors, malaria aminopeptidase, primary screen, biochemical, QFRET, recombinant enzyme. H-Glu-NHMec fluorogenic cleavage. AID 1822, 2009. M18 aspartyl aminopeptidase (Plasmodium falciparum 3D7). 290,000 compounds, 1.2% hits. inhibition, % at 7.35 µM;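 active means inhibition above the campaign mean inhibition over all tested compounds plus 3 SD, cut at about 28% in these data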;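 further: 0% = plate median of test compound wells and 100% = 2 mM ZnCl2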
# NALP1 yeast inh: NALP1 inflammasome inhibitors in reconstituted yeast, colorimetric, S. cerevisiae, triplicate retest; S. cerevisiae NALP1/ASC/caspase-1 growth, X-gal OD620, 72 h; inhibition, % at 10 µM; 280,000 compounds, 0.61% hits; in the data active means inhibition mostly above about 24%, no sharp cut-off; inactive means mostly below about 32%; further: some compounds called inactive have numbers as strong as hits
# MEKK2mut PB1 HTS: MEK5 binding signal on mutant MEKK2 PB1, primary screen, biochemical, multiplex bead flow cytometry, Alexa488-MEK5 | 290,000 compounds, 0.35% hits | Alexa488-MEK5 binding to MEKK2 mutant | percent response, % at 10 µM; in the data active means percent response above about 24%, passing the limit was not always enough; further: inactives centre near 1; some results filed as inactive read as strong as hits
# MEKK2 WT-MEK5: modulators of MEK5 binding to wildtype MEKK2, primary screen, biochemical, multiplex bead flow cytometry, Alexa488-MEK5; Mitogen-activated protein kinase kinase kinase 2 (Homo sapiens), Q9Y2U5; Alexa488-MEK5 binding to MEKK2 WT; actives lie on both sides; binding response (% of control), % at 10 µM; 290,000 compounds, 1.1% hits; AID 1531, 2009; in the data active means binding response below about 67% or above about 130%
# OXTR potentiator: human OXTR potentiators, primary screen, fluorescence, CHO-OTR cells, Fluo-8 calcium. activation, % at 3 µM. 320,000 compounds, 0.061% hits. AID 2445, 2010. Fluo-8 calcium fluorescence, potentiator mode; 0% = oxytocin EC15, 100% = EC100. Oxytocin receptor (Homo sapiens), P30559;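 active means activation above that plate's cutoff, the mean activation of tested compounds plus 3 SD, cut at about 6.6% in these data, passing the limit was not always enough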;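 further: 100% uses oxytocin at 75 nM as the full agonist control; some results filed as inactive read as strong as hits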
#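 Material: CHO-OTR cells, human receptor; compound dosing: single dose, 3.0 µM nominal final compound concentration; schedule: 6 min compound pre-incubation at room temperature, 100 s kinetic read; measured by: kinetic Fluo-8 calcium fluorescence; read-out basis: % activation vs EC15 and EC100 oxytocin; controls: EC15 oxytocin alone as 0%, 75 nM oxytocin as 100%; replicates: singlicate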
# Numbers without * were called inactive; · = not tested or not shown.
SMILES,GalR3 antagonist,V1aR counter,GPR7 antagonist,OXTR agonist,PfM18AAP inh,NALP1 yeast inh,MEKK2mut PB1 HTS,MEKK2 WT-MEK5,OXTR potentiator
Cc1ccc(NC(=O)C2CC(=O)n3c(nc4ccccc43)N2)cc1Cl (configuration not stated),-5,2.2,-4,0.6,-18,-8,-13,70,-5
COc1cc(NC(=O)c2ccccc2)c(OC)cc1NC(=O)Cc1ccc(C)cc1,-2,-1.0,-21,-2.0,2,20,4,98,-5
CC(=O)N1N=C(c2ccc(Cl)cc2)CC1c1ccc([N+](=O)[O-])cc1 (configuration not stated),-1,1.6,6,-0.4,-7,6,2,103,-16
CN(CC(=O)Nc1cccc(F)c1)C(=O)c1cccc(-n2cccc2)c1,-6,-0.4,·,-0.1,·,·,·,·,-8
CN(C)/C=N/c1cc(=O)n(C)c(=O)n1CC1CC1,2,0.7,-2,-0.2,-3,20,5,98,-1
COc1ccc(OC)c(/C=N/NC(=O)C(=O)N/N=C/c2cc(OC)ccc2OC)c1,-6,1.4,-12,-0.9,-6,·,1,104,-10
Nc1nc(SCc2ccc(Cl)cc2)[nH]c(=O)c1-c1ccccc1,-4,7.1,-19,6.9,-5,2,5,106,-22
COc1ccc(C2C(C(=O)O)c3ccccc3C(=O)N2Cc2ccco2)cc1 (configuration not stated),-6,1.0,-19,1.5,-3,8,6,100,2
COc1ccc(-n2cc(-c3ccccc3)c3c(N4CCOCC4)ncnc32)cc1,0,-0.8,-25,-2.5,0,11,-3,95,-24
CCc1ccc(NC(=O)C2CC(=O)N=C(N)S2)cc1 (configuration not stated),-2,0.3,-6,0.6,2,-6,-1,97,-5
COC(=O)c1sccc1NC(=S)NCc1ccc(Cl)cc1,3,0.3,0,-1.4,-1,·,4,102,-22
CCc1ccc(C(=O)N/N=C(\C)c2ccncc2)s1,0,-1.7,-24,-1.9,-11,17,9,105,-13
CC(C)c1ccc(N(CC(=O)NCc2ccco2)C(=O)CCC(=O)Nc2ccccn2)cc1,-10,2.1,-1,2.3,1,22,0,103,-2
O=C(Nc1ccccc1)Nc1ccc(S(=O)(=O)N2CCCCC2)cc1,-4,11,-12,15,-8,0,7,117,-21
COc1ccc(CN2CC[C@H]3C=CC[C@@H](C(=O)N4CCOCC4)[C@H]3C2=O)cc1OC,-5,0.1,·,0.4,·,·,2,99,-7
CCOC(=O)N1CCN(C(=O)CNC2CCCCCCC2)CC1,3,-0.6,14,-0.3,-4,15,-4,102,-2
O=C(COc1ccc(F)cc1)NNC(=O)Cn1ccc(C(F)(F)F)n1,-3,1.1,·,1.9,·,·,·,·,-5
O=C(NCCC(=O)N1CCc2ccccc21)c1ccco1,-10,0.2,3,-0.3,-3,0,4,103,-9
Cc1ccc(Cl)cc1NC(=O)C1COc2ccccc2O1 (configuration not stated),-2,-1.4,-12,-1.7,2,10,0,96,4
CC1(C)CC(=O)C2=C(C1)N(C1CCCCC1)C(=O)C2(O)C(F)(F)F (configuration not stated),-5,-0.6,-6,0.5,-1,-4,-1,95,-13
C=CCn1c(SCC(=O)NC(=O)NCc2ccco2)nc2sc(C)c(C)c2c1=O,-2,1.3,-2,-1.8,-5,6,4,123,-6
Cc1cc(NC(=O)CSc2nc3sc(C)c(C)c3c(=O)n2C2CCCC2)no1,-7,-0.2,4,0.6,-14,0,-10,85,-2
COc1ccc(CC(=O)NNc2ncnc3c2cnn3Cc2ccccc2)cc1OC,-4,0.1,8,-0.3,5,6,-19,88,1
CCOC(=O)c1[nH]c(C(=O)O)c(CCN(CC)CC)c1C,-8,-0.1,14,0.3,-15,6,2,104,0
Cn1c(NCc2ccccc2O)nc2ccccc21,0,0.2,-7,1.1,-18,-1,-2,97,-8

# By substructure, those above with an aryl thioether with sulfur outside any ring.
SMILES,GalR3 antagonist,V1aR counter,GPR7 antagonist,OXTR agonist,PfM18AAP inh,NALP1 yeast inh,MEKK2mut PB1 HTS,MEKK2 WT-MEK5,OXTR potentiator
Nc1nc(SCc2ccc(Cl)cc2)[nH]c(=O)c1-c1ccccc1,-4,7.1,-19,6.9,-5,2,5,106,-22
C=CCn1c(SCC(=O)NC(=O)NCc2ccco2)nc2sc(C)c(C)c2c1=O,-2,1.3,-2,-1.8,-5,6,4,123,-6
Cc1cc(NC(=O)CSc2nc3sc(C)c(C)c3c(=O)n2C2CCCC2)no1,-7,-0.2,4,0.6,-14,0,-10,85,-2

# The list goes on.
SMILES,GalR3 antagonist,V1aR counter,GPR7 antagonist,OXTR agonist,PfM18AAP inh,NALP1 yeast inh,MEKK2mut PB1 HTS,MEKK2 WT-MEK5,OXTR potentiator
COc1cc(OCC(N)=O)cc(OC)c1OC,-6,0.1,-3,0.6,-3,21,-2,102,-7
O=C(NCCc1csc(-c2cccc(F)c2)n1)c1ccco1,1,0.8,1,-1.7,1,25,-2,100,-8
Cc1ccc(C(=O)Nc2ccc(S(=O)(=O)N3CCc4ccccc4C3)cc2)o1,-6,2.6,-15,4.4,12,4,8,103,-5
CC12c3ccccc3C(c3ccccc31)C1C(=O)N(Cc3cccnc3)C(=O)C12 (configuration not stated),-10,-0.5,-1,-0.8,-1,4,1,101,-5
O=C(O)c1ccc2c(=O)n3c(nc2c1)/C(=C/c1ccc(F)cc1)CC3,-4,1.0,22,0.2,9,33,-8,99,-13
Cc1ccc(O)c(C2=NCCNC(C(F)(F)C(F)F)=C2)c1,-6,2.1,-1,2.9,-5,-2,-2,94,-2
Cc1cc2c(N3CCCCC3C)ncnc2s1 (configuration not stated),-4,4.9,-1,5.3,4,38,12,114,-15
CCCOc1ccc([N+](=O)[O-])c(N)c1,-4,0.2,-5,-2.7,4,38,-2,99,-8
Cc1cc(N/N=C/c2ccc(O)cc2O)nc(N2CCOCC2)n1,-4,-0.6,-10,0.8,24,6,-1,98,-23
OCCC1CN(Cc2ccc3nsnc3c2)CCN1C1CCCCC1 (configuration not stated),-4,0.6,-14,0.6,7,7,6,107,-6
CC1Cc2ccccc2N1CC(=O)NCc1ccccc1Cl (configuration not stated),-1,-1.8,-3,-2.6,8,41,2,100,-5
COCCn1nnnc1C(CC(C)C)N1CCN(c2ccccc2)CC1 (configuration not stated),3,-0.9,8,-1.5,1,-25,-1,101,-11
COc1ccc(C(CNC(=O)c2ccccc2SC)N(C)C)cc1 (configuration not stated),-6,-0.4,3,-1.3,3,14,2,112,-3
CCOC(=O)c1c(NC(=O)CCN2CCOCC2)sc2c1CC(C)(C)OC2,0,-0.2,-6,-1.1,-6,8,8,114,-1
COc1c(C(=O)NNC(=O)c2ccccc2Cl)csc1Br,5,-0.3,-13,-0.8,-4,1,2,100,-6
OCCC1CN(C/C(Cl)=C/c2ccccc2)CCN1C1CCCC1 (configuration not stated),-4,0.1,-9,0.7,-1,10,-2,101,1
COc1cccc(C(=O)NNC(=O)C(=O)Nc2ccc(C)cc2)c1,-2,0.8,-12,2.5,-2,4,7,102,-4
N#Cc1nnn(-c2cc(Cl)cc(Cl)c2)c1N,-2,-0.6,0,-1.1,-17,24,-7,95,-10
CC(=O)Nc1ccccc1-c1nnn(CC(=O)Nc2ccc3c(c2)OCCO3)n1,-7,1.1,3,-0.1,-9,-13,-12,82,1
C#CCOCCOCCOCCNc1nc(N2CCN(C(=O)[C@H](CCCCN)n3cc(CN)nn3)CC2)nc(N2CCN(C(=O)[C@H](CCC(=O)O)n3cc([C@@H](N)CCCCN)nn3)CC2)n1,-6,1.4,·,1.1,·,·,·,·,2
COC(=O)Cc1c(C)c2ccc(OCC(=O)N(C)C3CCS(=O)(=O)C3)cc2oc1=O (configuration not stated),-10,0.4,1,-0.8,-2,14,-13,89,-13
O=C(CN1C(=O)S/C(=C\c2ccccc2Cl)C1=O)NCCCn1ccnc1,2,-0.2,0,-0.3,2,-1,-3,103,-10
C[C@@H]1CN([C@@H](C)CO)C(=O)c2cccc(NC(=O)C3CCOCC3)c2O[C@H]1CN(C)S(=O)(=O)c1ccc(Cl)cc1,-6,1.1,·,2.3,·,·,·,·,-1
O=C(CCN1CCN(c2ccccc2)CC1)N/N=C/c1ccc(O)c(O)c1O,-2,·,-7,·,23,23,2,97,·
COc1ccccc1N1CCN(C(=O)C(NS(=O)(=O)c2cccs2)c2ccccc2)CC1 (configuration not stated),-6,0.4,9,-1.2,-6,-3,5,104,-5

# Next section:
SMILES,GalR3 antagonist,V1aR counter,GPR7 antagonist,OXTR agonist,PfM18AAP inh,NALP1 yeast inh,MEKK2mut PB1 HTS,MEKK2 WT-MEK5,OXTR potentiator
S=C(NC1CCCCC1)N1CCn2cccc2C1c1cccnc1 (configuration not stated),2,-0.8,1,-0.8,-10,4,-10,82,-7
CCOC(=O)C1CCN(Cc2nc3ccc(Cl)cc3n2CCO)CC1,2,0.3,1,-0.2,-4,-4,7,114,-8
COc1ccccc1NC(=O)c1cc(S(=O)(=O)N2CCCC2)cn1C,·,-0.2,-12,-0.2,-1,13,-1,99,-2
CC(C)n1cc(CN2CCC(Oc3ccc(C(=O)N4CCCCC4)cc3)CC2)cn1,1,·,-13,·,0,0,0,102,·
CC(C)OC(=O)c1ccc(COC(=O)CNC(=O)c2ccco2)cc1,-7,2.0,1,2.0,-4,1,10,95,-9
COc1ccc(C(=O)Nc2ccc3c(c2)nc(CCNC(C)=O)n3C)cc1,-6,-0.5,-10,0.6,1,-3,2,104,-8
O=C(Cc1c(O)c2ccccc2[nH]c1=O)NC1CCCCCC1,0,-0.1,6,0.0,17,23,-8,91,1
O=C(CSc1nnc(CNc2ccc(F)cc2)n1Cc1ccco1)N1CCOCC1,7,0.3,-6,0.0,1,0,2,104,-10
COc1ccc(CC(=O)NCc2nnc(SCc3ccc(C)cc3)n2C)cc1,-4,0.5,4,-2.0,-6,31,-2,101,8
Cc1ccc(C(=O)N/C(=C\c2ccc(-c3ccccc3[N+](=O)[O-])o2)C(=O)NCCCN2CCOCC2)cc1,1,0.5,-4,-0.8,23,21,8,112,-12
O=C(Nc1ccccc1Cl)Nc1cccc2cccnc12,-6,-1.4,-13,-2.1,6,-18,6,103,6
CSc1ccccc1NC(=O)COC(=O)c1cnc(C)cn1,-2,1.7,·,1.6,·,·,·,·,4
COc1ccc(NC(=O)C2CC(c3ccc(Cl)cc3)=NO2)cc1OC (configuration not stated),-5,4.6,-2,0.2,-4,26,-1,103,-12
C=CCSc1nc(C)c(CCC(C)C)c(=O)[nH]1,-3,-1.4,-16,-2.3,1,-13,9,102,-3
CN1CCN(CC(=O)Nc2ccccc2Oc2ccccc2)CC1,-1,0.1,-15,0.8,0,15,-20,90,-8
CC(NC(=O)c1cccs1)c1nnc(SCc2ccc(Cl)cc2Cl)n1C (configuration not stated),0,0.6,19,-0.1,-2,18,0,100,-4

# Screening results from PubChem.

# No enrichment for hits; overall some 4.1% were active at least once.
